Bioassay records (PubChem)
DT40 TDP1 no CPT – qHTS for Inhibitors of human tyrosyl-DNA phosphodiesterase 1 (TDP1): qHTS in cells in absence of CPT | DT40 Tdp1-/- hTDP1 cells, no CPT, ATP luminescence, 48 h | Potency, µM (titrated, usually from 46.2 µM), without a hit: at the top dose activity change, negative = growth inhibition, most hits filed as inhibitors | hit rate 15% among 420,000; also: nearly all actives have a fitted effect of over 55% in size
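Growth kinetics read by CellTiter-Glo luminescence after ≥48 hr at 37 °C. Cells: DT40 Tdp1-/- stably carrying human TDP1, 400 per well, compound exposure in the absence of CPT (DMSO vehicle).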
DT40 TDP1 CPT – growth inhibition of DT40 Tdp1-/-;hTDP1 cells with camptothecin (screen for TDP1 inhibitors) | AID 686979 | hit rate 12% among 420,000 | chicken DT40 Tdp1-/-;hTDP1 cells + 20 nM CPT, ATP luminescence, 48 h | Potency, µM (highest dose often 46.2 µM), without a hit: top-dose activity change, negative = growth inhibition, usual class: inhibitors; also: nearly all actives have a fitted effect of over 55% in size
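Cell growth measured by CellTiter-Glo luminescence after a minimum 48 h, 37 C compound exposure with 20 nM CPT in Tdp1-knockout DT40 cells stably expressing hTDP1, seeded 400/well; qHTS titration format.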
TDP1 inh – TDP1 (human) enzyme inhibition. AID 485290. hit rate 0.28% among 350,000. Potency, µM (top dose mostly 130 µM), for inactives: top-dose activity change, negative = inhibition, usual class: inhibitors. recombinant TDP1, AlphaScreen DNA substrate cleavage; also: nearly all actives have a fitted effect of over 40% in size
Target sequence (Q9NUW8 whole entry, looked up): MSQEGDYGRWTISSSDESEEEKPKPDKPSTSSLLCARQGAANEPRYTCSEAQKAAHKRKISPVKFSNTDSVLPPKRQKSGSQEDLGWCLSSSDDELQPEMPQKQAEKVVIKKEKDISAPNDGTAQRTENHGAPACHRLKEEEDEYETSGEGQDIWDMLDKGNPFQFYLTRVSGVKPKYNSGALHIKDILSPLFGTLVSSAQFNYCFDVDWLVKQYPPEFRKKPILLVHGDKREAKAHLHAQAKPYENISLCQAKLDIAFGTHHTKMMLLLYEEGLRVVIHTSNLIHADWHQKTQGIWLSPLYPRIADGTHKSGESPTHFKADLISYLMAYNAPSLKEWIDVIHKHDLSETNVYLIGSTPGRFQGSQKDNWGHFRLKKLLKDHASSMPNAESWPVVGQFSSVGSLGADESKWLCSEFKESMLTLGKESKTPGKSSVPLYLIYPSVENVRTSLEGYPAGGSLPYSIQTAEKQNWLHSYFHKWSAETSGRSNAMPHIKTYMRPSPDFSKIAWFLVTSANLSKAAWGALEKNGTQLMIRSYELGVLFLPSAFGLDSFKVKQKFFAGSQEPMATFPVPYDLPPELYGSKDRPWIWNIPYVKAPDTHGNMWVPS
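Recombinant human Tdp1 (E. coli-expressed, 1 nM final) preincubated with compounds 15 min at room temperature, then 5'-biotin/3'-phosphotyrosine-FITC DNA substrate (15 nM final) added for 5 min. AlphaScreen beads (10 ug/ml final) added 10 min; cleavage lowers signal.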
Numbers without * were called inactive; ? = inconclusive; . = no result given; [ ] = another dose, or the depositor's remark. Calls follow the shape of the dose curve; as a rule, active = well fitted curve in the direction sought with a large enough effect; inconclusive = small, poorly fitted or top-dose-only effect, or another doubt; inactive = no such curve, though single readings can be large; an effect the other way counts as inactive or inconclusive. % is scaled to controls: 0 for no effect and ±100 for the full control effect; potency is read from the fitted curve at half-maximal effect.

SMILES	DT40 TDP1 no CPT	DT40 TDP1 CPT	TDP1 inh
CN(C)S(=O)(=O)N1CCN(c2ccccc2)CC1	-14%	-3%	-2%
O=c1c2ccccc2c(/C=N/n2cnnc2)c(O)n1-c1ccccc1F	-9%	-23%	4%
COc1ccc(-c2nc(NC(=O)CCNC(=O)c3ccco3)sc2C)cc1	18µM*	23µM*	8%
O=C(c1coc(=O)c(Br)c1)N1CCC(C(O)(c2ccccc2)c2ccccc2)CC1	1.8µM*	0.65µM*	0%
COc1cccc(C(=O)N/N=c2\oc3c(OC)cccc3cc2C(=O)NCc2ccccc2)c1	-25%	?	-4%
COc1ccc2nc(NC(=O)c3nc(S(=O)(=O)Cc4ccccc4)ncc3Cl)sc2c1	1.3µM*	1µM*	-9%
C=CCN(C(=O)c1csnn1)C(C(=O)NCc1ccccc1)c1cccs1 (stereo not given)	-11%	4%	5%[0.0935 µM]
O=C(NCc1ccco1)c1ccc(Cn2c(=O)c3ccccc3n(Cc3ccc(Cl)cc3)c2=O)cc1	?	?	-2%
Cc1ccc(C(=O)N2CCCCCC2)cc1Br	?	-27%	7%
CCC(=O)NC(=S)Nc1ccc(Cl)cn1	-1%	-9%	-2%
O=C(NCc1ccccc1Cl)c1ccc2c(O)c(S(=O)(=O)c3ccccc3)c(=O)[nH]c2c1	10%	18%	-5%
Cc1ccccc1-n1c(=O)cc(N2CCN(Cc3ccccc3)CC2)[nH]c1=O	-12%	-17%	5%
N#Cc1cccc(NC(=O)CCNS(=O)(=O)c2ccc3[nH]c(=O)oc3c2)c1	15%	2%	1%
COc1ccc(-n2nnnc2SCC#CCO)cc1	-18%	0%	5%
Cc1ccc(S(=O)(=O)c2c(C)nn(C(C)(C)C)c2OC(=O)C2CCCC2)cc1	?	?	0%
CC1CC(C)CN(CCOc2ccc(Cl)cc2Cl)C1 (stereo not given)	?	?	-2%
CN(C(=O)c1ccco1)c1nnc(-c2ccc(F)cc2)s1	?	-23%	8%
COc1ccc(-c2ccc3c(c2)S(=O)(=O)c2cccc(C(=O)NCCOc4ccccc4)c2C3=O)cc1OC	?	18µM*	0%
COc1nc(Oc2ccc(=O)[nH]n2)nc(N2CCOCC2)n1	0%	-20%	3%
O=C(Nc1ccccc1)N1CCCc2ccccc21	-14%	-3%	-2%
Cc1nc(N2CCCC2)c2c(C(=O)N3CCN(c4cccc(C)c4C)CC3)c(C)oc2n1	?	?	3%
COc1ccc(-c2nncnn2)cc1	?	?	6%
COC(=O)c1ccc(NC(=O)CSc2cn(CC(=O)N3CCCCCC3)c3ccccc23)cc1	18µM*	?	8%
CCOC(=O)C1CCCN(c2c(NCC3CCCO3)c(=O)c2=O)C1 (stereo not given)	1%	-11%	8%
CCc1ccc(NC(=S)NC(=O)c2c(-c3ccccc3Cl)noc2C)cc1	?	12%	4%
CCOc1cc2c(cc1OCC)C(c1ccc(OC)cc1)N(c1ccccc1)C(=O)C2 (stereo not given)	9%	-4%	3%
O=C(COc1ccc(/C=N/NC(=O)c2ccccc2O)cc1)Nc1ccccc1	-24%	-10%	.
Cn1c(N)c(C#N)c2c(c1=S)COC(C)(C)C2	-1%	-5%	2%
O=C(COC(=O)c1cccc(Cl)c1)Nc1cc(S(=O)(=O)N2CCOCC2)ccc1N1CCOCC1	-17%	-22%	.
C#C[C@]1(OC(C)=O)CCC2C3CCC4=CC(=O)CC[C@@H]4C3CC[C@@]21C (stereo not given in full)	23µM*	?	.
CCCN1C(=O)c2ccc(C(=O)Nc3ccc4c(c3)OCO4)cc2C1=O	3%	-1%	3%
O=C1c2ccccc2-c2onc3c(NCCO)cc(NC4CCCCC4)c1c23	?	18µM*	17%
O=C(CN(c1ccccc1)S(=O)(=O)c1ccccc1[N+](=O)[O-])NN=C1CCCCCCC1	-16%	-6%	-6%
Cn1c(SCc2ccc(C#N)cc2Cl)nc2ccccc21	-10%	-26%	0%
C[C@@H]1CN([C@H](C)CO)C(=O)c2cc(Br)cnc2O[C@@H]1CN(C)C(=O)Cc1ccccc1	13%	7%	.
Cc1ccc(SC2=C(Sc3ccc(C)cc3)C(=O)c3ccccc3C2=O)cc1	1µM*	0.92µM*	12%
CCn1c(=NC(=O)CSCC(=O)Nc2nccs2)sc2ccccc21	?	?	7%
CC(=O)Nc1ccc(NC(=O)COC(=O)c2ccc(S(=O)(=O)NCc3ccco3)cc2)cc1	-12%	5%	-2%
COc1cc(NC(=O)CSCC(=O)N(C)C2CCCCC2)cc(OC)c1	-19%	-16%	1%
COc1cn(CC(=O)Nc2cc(C)cc(C)c2)c(CN2CCCCC2)cc1=O	-19%	4%	8%
CC1CCN(CCCCOc2ccc(Br)cc2)CC1	?	?	.
Nc1nc(COc2ccccc2C=O)nc(Nc2ccccc2)n1	-9%	5%	4%
O=C(Cn1c2c(c(-c3ccccc3Cl)cc1=O)CCC2)NCC1CCCO1 (stereo not given)	-1%	-24%	6%
CNC(=S)Nc1ccc(Br)cc1	-18%	-2%	4%
Cc1occc1C(=O)NNC(=O)COc1ccc(Br)cc1Br	-13%	-8%	3%
CCn1c(NCc2cc(OC)c(OC)c(OC)c2)nc2ccccc21	-87%	?	3%
COC(=O)C1=C(C(=O)OC)[C@@H]2N(C)c3ccc(OC)cc3[C@@]23C[C@@H](C(=O)OC)N(S(=O)(=O)c2ccc([N+](=O)[O-])cc2)C3=N1	-15%	-2%	10%[12.3 µM]
Cc1cccc(C(=O)NC(NC(=S)Nc2ccc(S(N)(=O)=O)cc2)C(Cl)(Cl)Cl)c1 (stereo not given)	-2%	-5%	0%
Fc1ccc(C2=NN(c3ccccc3)C(c3ccco3)C2)cc1 (stereo not given)	-23%	-7%	?
Cc1cccc(CNC(=O)C2CCC(=O)N(CC3CCCCC3)C2)c1 (stereo not given)	?	?	.
More structures follow.
SMILES	DT40 TDP1 no CPT	DT40 TDP1 CPT	TDP1 inh
CCCC(C(=O)c1ccccc1)n1cncn1 (stereo not given)	-11%	-10%	5%
CN(CC(=O)Nc1cccc(F)c1)C(=O)c1ccc(COc2ccccc2)o1	?	?	1%
CCS(=O)(=O)N1CCN(C(=O)c2cccnc2)CC1	-10%	12%	2%
CC(=O)Nc1ccc(S(=O)(=O)Nn2cnnc2)cc1	-6%	-4%	-2%
COc1ccc2c(c1)nc(N)n2Cc1ccccc1	?	?	8%
CN(C)c1ccc(/C=C/c2ccnc3ccc4ccccc4c23)cc1	0.13µM*	0.14µM*	.
CCCN(CCC)S(=O)(=O)c1ccc(C(=O)Nc2ccc(OCC(=O)N3CCOCC3)cc2)cc1	2%	-29%	-12%
NC(c1csc(Nc2nccc(C(F)(F)F)n2)n1)C1CCCCC1 (stereo not given)	12µM*	?	.
Cc1ccc(NC(=O)[C@H](C)NC(=O)C2CCN(C(=O)[C@@H](N)CC(C)C)CC2)cc1	-12%	0%	.
CCOCCn1c(SCc2ccc(F)cc2)nc2c1c(=O)[nH]c(=O)n2C	?	?	4%

2 entries from above, field by field:
CCCN(CCC)S(=O)(=O)c1ccc(C(=O)Nc2ccc(OCC(=O)N3CCOCC3)cc2)cc1
  DT40 TDP1 no CPT: 2% | DT40 TDP1 CPT: -29% | TDP1 inh: -12%
CN(C)c1ccc(/C=C/c2ccnc3ccc4ccccc4c23)cc1
  DT40 TDP1 no CPT: 0.13µM* | DT40 TDP1 CPT: 0.14µM* | TDP1 inh: .

Next results follow:
SMILES	DT40 TDP1 no CPT	DT40 TDP1 CPT	TDP1 inh
COc1ccccc1NC(=O)CSc1nnc(-c2ccoc2C)n1CCc1ccccc1	?	?	2%
CCOc1cc(NC(=S)NCCCN2CCOCC2)c(OCC)cc1NC(=O)c1cccc(C)c1	-3%	-3%	0%
O=C(CSc1nc(-c2ccccc2)cc(C(F)(F)F)n1)NCCN1CCOCC1	-23%	-14%	7%
O=C(NCc1ccc(F)cc1)C1CCN(S(=O)(=O)N2CCOCC2)CC1	0%	-3%	1%
COc1ccc(S(=O)(=O)N2CCOCC2)cc1NC(=O)CCNC(=O)c1ccc(Cl)cc1	-4%	-28%	-4%
O=C(O)CCSCCC(=O)O	-9%	-2%	.
CCOC(=O)CNc1ncc([N+](=O)[O-])cc1C#N	-6%	5%	1%
O=C(NCCc1cccc(Cl)c1)c1ccc(Cl)c([N+](=O)[O-])c1	21µM*	?	1%
COC(=O)c1c(C)oc(C)c1S(=O)(=O)NC(c1ccccc1)c1ccccc1	?	-17%	3%
O=C1Nc2ccccc2C(=O)N2[C@H](c3ccccc3)[C@@H]3C(=O)N(Cc4ccccc4)C(=O)[C@@H]3[C@H]12	-8%	-15%	.

Structures above that contain a furan ring, fused or not (ten):
SMILES	DT40 TDP1 no CPT	DT40 TDP1 CPT	TDP1 inh
COc1ccc(-c2nc(NC(=O)CCNC(=O)c3ccco3)sc2C)cc1	18µM*	23µM*	8%
O=C(NCc1ccco1)c1ccc(Cn2c(=O)c3ccccc3n(Cc3ccc(Cl)cc3)c2=O)cc1	?	?	-2%
CN(C(=O)c1ccco1)c1nnc(-c2ccc(F)cc2)s1	?	-23%	8%
Cc1nc(N2CCCC2)c2c(C(=O)N3CCN(c4cccc(C)c4C)CC3)c(C)oc2n1	?	?	3%
CC(=O)Nc1ccc(NC(=O)COC(=O)c2ccc(S(=O)(=O)NCc3ccco3)cc2)cc1	-12%	5%	-2%
Cc1occc1C(=O)NNC(=O)COc1ccc(Br)cc1Br	-13%	-8%	3%
Fc1ccc(C2=NN(c3ccccc3)C(c3ccco3)C2)cc1 (stereo not given)	-23%	-7%	?
CN(CC(=O)Nc1cccc(F)c1)C(=O)c1ccc(COc2ccccc2)o1	?	?	1%
COc1ccccc1NC(=O)CSc1nnc(-c2ccoc2C)n1CCc1ccccc1	?	?	2%
COC(=O)c1c(C)oc(C)c1S(=O)(=O)NC(c1ccccc1)c1ccccc1	?	-17%	3%

Carrying on.
SMILES	DT40 TDP1 no CPT	DT40 TDP1 CPT	TDP1 inh
Cc1ccccc1Nc1nc(N)nc(CN(C)c2ccccc2)n1	?	-19%	6%
O=C(NCc1cccs1)c1ccc2c(c1)sc1nc(-c3ccc(F)cc3)cn12	?	-20%	-4%
COc1ccc(N2CCN(C(=O)Cc3ccc(Br)cc3)CC2)cc1	?	-22%	.
CCOC(=O)c1ccc(OCc2c(C)noc2C)cc1	-4%	1%	-4%
COc1ccccc1-c1nnc2sc(-c3cc4ccccc4o3)nn12	1µM*	1.2µM*	4%
CCO[C@H]1OC(C(=O)N2CCN(Cc3ccc4c(c3)OCO4)CC2)=C[C@@H](c2cn(C(C)=O)c3ccccc23)[C@@H]1CCCO	?	?	4%
CSCCCN1CCCC(CO)(Cc2ccc(F)cc2)C1 (stereo not given)	-23%	-11%	.
CC1CCCCC1NC(=O)C1CC(=O)N(Cc2ccccc2)C1 (stereo not given)	12µM*	13µM*	1%
NC(=O)COc1cc2oc(=O)c3c(c2cc1Cl)CCCC3	?	2%	.
CCOC(=O)N1CCN(C(=O)CSc2nnc(-c3cccc(OC)c3)o2)CC1	23µM*	16µM*	4%
CC(=O)C1=C(O)C(=O)N(c2ccc(Br)cc2)C1c1ccc(Cl)cc1 (stereo not given)	-27%	2%	.
CC(C)(C)NC(=O)NC(=O)CSc1cccc(C(F)(F)F)c1	-2%	-16%	-1%
O=C(Nc1cccc(F)c1)c1ccc2oc(=O)n(Cc3ccccc3)c2c1	?	?	-1%
C[C@H](CO)N1C[C@H](C)[C@@H](CN(C)S(=O)(=O)c2ccccc2C#N)OCc2cnnn2CCCC1=O	?	16%	.
O=C(CCC(=O)N1CCOc2ccc(Cl)cc21)NCCCN1CCOCC1	-21%	-17%	.
Cc1ccc(-c2nc(CSCC(=O)NC3CCN(Cc4ccccc4)CC3)c(C)o2)cc1	16µM*	?	5%
O=C(CN1CCNCC1)Nc1ccccc1Cl	-29%	-8%	3%
Oc1nc(Nc2ccc(Cl)cc2Cl)sc1/C=C1\C=Nc2ccccc21	-14%	-8%	-3%
Cc1csc(SCc2nnc(-c3ccccc3Br)o2)n1	-20%	-26%	-1%
COc1cc2nc(C(C)(C)C)oc(=O)c2cc1OC	2%	0%	.
CCOc1ccc2nc(N3CCCN(CCCn4cccn4)CC3)nc(C)c2c1	?	?	.
O=C(c1cnn(-c2nccc(-c3ccccc3F)n2)c1C1CC1)N1CCN(CCO)CC1	-10%	19%[9.04 µM]	.
CN(C)c1ccc(/C=C2\Oc3ccc(C#Cc4cccc(N)c4)cc3C2=O)cc1	-46%	?	0%
CC1=C(C(=O)OC(C)(C)C)C(c2ccc(Br)cc2)NC(=O)N1CCCC(=O)O (stereo not given)	-1%	?	.
